# bCat nuc transl: modulators of beta-catenin nuclear translocation; HeLa beta-catenin nuclear translocation, immunofluorescence imaging; nuclear translocation activity, % at 5 µM; 0.3% of 190,000 active;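 active = nuclear translocation activity above 50% at 5 µM, with a well cell count of 50 or more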;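 note: per-cell ratio of nuclear to cytoplasmic median beta-catenin stain intensity; plate controls were DMSO negative control for no effect and GSK-3 inhibitor IX positive control for full effect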
#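 Test system: human HeLa cells, endogenous beta-catenin. Times: 24 h compound exposure, 37°C. Measured by: beta-catenin immunofluorescence imaging with DAPI.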
# T cell modulator: T cell immune modulation candidate; 2C CD8+ T cell-vesicle binding, flow cytometry; active compounds read low; calls only at 7 µM; 0.068% of 330,000 active;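 active = response, share of CD8 T cells binding vesicles, and their 90th percentile fluorescence all below set limits, cut at about 80% in these data, passing the limit was not always enough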
#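 Material: murine 2C transgenic CD8+ T lymphocytes / Also added: QL9-peptide-loaded Drosophila micro-vesicles bearing Ld, ICAM-1 and B7-1 / Schedule: binding step 1.5 h, 37 °C, antibody labelling 20 min, ice / Signal: flow cytometry, PE anti-B7-1 (FL2) versus Alexa647 anti-CD8 (FL8), PFA-fixed / Evaluation: percent CD8+ FL2 mean versus row control / Benchmarks: naked versus QL9-loaded vesicles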
# human PMI inhibition: inhibitors of human PMI, primary screen, biochemical, fluorescence intensity, coupled assay (AID 1209). purified PMI enzyme, coupled fluorescence intensity; higher % means a stronger effect. inhibition, % at 20 µM, or IC50 in µM where a hit was titrated. 0.42% of 190,000 active; in the data active = inhibition above about 50%;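 note: plate controls were DMSO vehicle for no effect and wells lacking substrate for full effect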
# Myeloid diff 2: promotes myeloid progenitor differentiation; ER-HoxA9 myeloid progenitors, lysozyme-GFP differentiation, flow cytometry; calls only at 10 µM; 1% of 360,000 active;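 active = normalized GFP-positive differentiation at or above the plate's own cutoff, the solvent-only control mean plus 3 SD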;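 note: cells exposed to compound for four days before flow analysis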
# TNAP activators: stimulation of alkaline phosphatase TNAP activity – biochemical, luminescent, no phosphate acceptor, uHTS, primary screen (AID 1001) | purified TNAP, luminescent activation assay, no phosphate acceptor; higher activation fold means a stronger effect | one-dose activation fold at 20 µM; EC50 in µM for titrated hits | 0.03% of 200,000 active; in the data active = activation fold from about 3, or a potency from the dose series; inactive = the rest, 99 in 100 with activation fold below about 1.6; note: many of its hits are not listed in these tables
# Insulin prom up: MIN6 insulin promoter up-regulation | MIN6 insulin promoter-GFP reporter, high-content imaging; active compounds read high | z-score at 5 µM | 0.3% of 190,000 active | AID 1625;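 active = z-score above 3 at 5 µM with at least 500 cells counted in the well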
# Hep lipid drop: hepatic lipid droplet formation modulation; inhibition, % at 6.5 µM; 0.4% of 240,000 active; AML12 mouse hepatocytes, oleate lipid droplets, BODIPY imaging; AID 1656;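 active = lipid droplet intensity inhibited by at least 50%, with more than 500 cells counted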
#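 Test system: AML12 mouse liver cells; schedule: overnight exposure; technique: high-content imaging of BODIPY-stained droplets and DAPI nuclei; read-out: % inhibition of corrected integrated BODIPY droplet signal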
# MT stabilizer: stabilizes microtubules in HeLa cells | HeLa tubulin immunostaining HCS, 24 h; share of cells brighter than vehicle mean+2SD | % tubulin-high responders, % at 10 µM | 0.83% of 200,000 active;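 active = plate Z-score above 3 for both tubulin-high and condensed-nucleus cell shares, with cell loss under 80%, at 10 µM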;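 note: anti alpha tubulin signal scored within the nucleus-defined area of each cell; some results filed as inactive read as strong as hits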
# Dynein transport: dynein cargo transport inhibition. AID 1381. 0.47% of 220,000 active. 3617.4 mouse cells, GR-EGFP nuclear translocation imaging; test concentration mostly 20 µM; stimulated with dexamethasone, 1 µM; active compounds read low. z-score, hits read low;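 active = plate z-score of nuclear minus cytoplasmic receptor signal below a set negative limit, without overly bright fluorescence or cell loss, cut at about -3.5 in these data, passing the limit was not always enough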;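 note: z-score of nuclear minus cytoplasmic ring GR-EGFP intensity difference per well; some compounds called inactive have numbers as strong as hits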
#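 Buffer or medium: tet-free medium with charcoal-stripped serum / Also added: dexamethasone agonist, 1.0 µM final, for 30 min / Timing: induction 48 h, compound 1 h, agonist 30 min / Measured by: high-content fluorescence imaging after fixation / Read-out: nuclear-to-cytoplasmic GR-EGFP distribution per well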
# Dynein transport cytoplasmic EGFP: second read-out of Dynein transport, no call of its own (marks repeat the call); z-score; measured here: cytoplasmic GR-EGFP intensity; active compounds read high
# Dynein transport nuclear GR-EGFP: also measured in Dynein transport; calls as there; z-score; measured here: nuclear GR-EGFP intensity;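 lower value marks the stronger effect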
# Dynein transport cell count: further read-out of Dynein transport, marked with its call; z-score; measured here: cell count per field
# Insulin prom up cell count: second read-out of Insulin prom up, no call of its own (marks repeat the call); cell count; measured here: cytotoxicity, nuclei count;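 total cells summed across four imaged fields per well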
# Hep lipid drop cells 6.5 µM: further read-out of Hep lipid drop, marked with its call; cell count; measured here: cell count, cytotoxicity flag;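 cells counted across two imaged fields per well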
# bCat nuc transl cell count 5 µM: recorded beside bCat nuc transl, whose call it bears; cell count; measured here: cell count, cytotoxicity flag
# T cell modulator vesicle-bound %: second read-out of T cell modulator, no call of its own (marks repeat the call); double positive events, %; measured here: CD8+ vesicle-bound cell fraction;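 binding gate set so that unloaded-vesicle control wells show 10% double positive cells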
# MT stabilizer Hoechst-high %: recorded beside MT stabilizer, whose call it bears; % Hoechst-high responders; measured here: nuclear condensation Hoechst responders;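 share of cells brighter than vehicle mean plus two SD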
# MT stabilizer cytotoxicity %: further read-out of MT stabilizer, marked with its call; toxicity, %; measured here: cytotoxicity by cell density;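 0% = mean cell density of plate MIN control wells and 100% = no cells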
# Myeloid diff 2 GFP+ MAC1+ %: second read-out of Myeloid diff 2, no call of its own (marks repeat the call); GFP+ MAC1+ double positive, %; measured here: differentiation confirmed by MAC1 staining
# * hit, by the source's call; i = inactive; / = not tested or not shown; + = active, no number. Random draw from the library; any-hit rate near 3%.
Structure	bCat nuc transl	bCat nuc transl cell count 5 µM	T cell modulator	T cell modulator vesicle-bound %	human PMI inhibition	Myeloid diff 2	Myeloid diff 2 GFP+ MAC1+ %	TNAP activators	Insulin prom up	Insulin prom up cell count	Hep lipid drop	Hep lipid drop cells 6.5 µM	MT stabilizer	MT stabilizer Hoechst-high %	MT stabilizer cytotoxicity %	Dynein transport	Dynein transport cytoplasmic EGFP	Dynein transport nuclear GR-EGFP	Dynein transport cell count
CCOc1ccc2nc(N3CCC(C(=O)N4CCN(C(=O)c5ccco5)CC4)CC3)sc2c1	-4.4	1150	i	26.6	11.6%	i	2.6	1.1	/	/	2.7	691	3.5	2.4	3.3	-0.287	-0.176	0.0766	0.954
Cc1nn(C)c(C)c1S(=O)(=O)N(CC(=O)NCc1cccs1)c1ccc(C(C)C)cc1	-3.3	1218	i	36.7	5.0%	i	1.8	1.1	-0.17	1289	1.0	744	2.6	2.6	9.2	1.31	-0.253	1.03	0.581
COC(=O)c1c(C(=O)OC)c(C)n(Cc2ccco2)c1C	/	/	i	13.6	1.1%	i	0.9	1.2	0.27	1288	1.1	731	2.3	2.1	7.3	-0.539	-0.299	-0.115	-0.192
COc1ccc(C(=O)Oc2c(C)occc2=O)cc1OC	-1.2	1103	i	20.8	5.3%	i	0.7	1.1	-0.22	1362	4.4	766	1.9	4.2	7.9	-0.286	-0.261	0.036	0.601
CCOC(=O)CCNC(C)C1COc2ccccc2O1 (stereo not drawn)	-0.2	780	i	33.4	5.0%	i	1.2	1.1	1.2	1116	/	/	1.8	1.4	6.9	-1.15	-0.177	-0.57	1.12
CCCc1nc(SCC(=O)Nc2ccc(N3CCOCC3)cc2)c2ccccc2n1	3.6	435	i	38.1	5.3%	i	2.3	1.1	/	/	43.7	734	3.2	2.3	4.8	0.842	0.0495	0.393	-1.28
O=C(O)C1(S(=O)(=O)CCC(F)=C(F)F)CC1	0.5	1141	i	55.5	-9.7%	i	0.1	1	0.47	1178	42.1	704	2.4	1.8	10.7	0.824	-0.215	0.347	-1.3
CCN(CC)CCN1C(=O)c2ccccc2NC1c1ccc(Br)cc1 (stereo not drawn)	-0.2	1081	i	55.7	-10.0%	i	0.5	1	-0.34	1254	2.8	784	3.5	2.4	4.4	-0.183	-0.224	-0.16	0.231
Cc1sc2ncn(CC(=O)NCCCOC(C)C)c(=O)c2c1S(=O)(=O)N1CCN(c2ncccn2)CC1	-0.1	1062	i	52.3	-1.0%	i	0.3	1	-0.07	1299	21.7	714	3.9	2.6	7.3	0.916	-0.356	-0.2	-1.04
CCN1CCN(c2nc3sc4c(c3c(=O)n2-c2ccc(OC)cc2)CCCCC4)CC1	-1.3	1321	i	48.3	14.2%	i	0.5	1	-0.47	1617	/	/	4.4	1.4	0.0	0.14	-0.301	-0.823	-0.243
CCCCNS(=O)(=O)/C=C/c1ccccc1	2.8	530	i	16.9	-2.7%	i	0.4	1	-0.12	1205	-4.9	630	1.8	0.9	3.2	1.19	-0.0301	0.299	-0.506
Cc1ccc(/C=N/NC(=O)c2nnn(-c3nonc3N)c2CSc2ccc(Cl)cc2)cc1	-0.4	510	i	6.2	-0.4%	i	0.3	1	/	/	-0.3	750	3.8	2.0	1.4	1.25	0.0549	0.894	-0.364
COc1ccccc1OC(=O)CCc1nc2ccccc2s1	-1.7	1072	i	28.9	9.2%	+	16.6*	1.1	0.16	1088	-15.6	686	8.4	2.7	2.3	0.28	-0.11	0.425	0.218
CSc1nnc(C(C)(C)C)c(=O)n1/N=C/c1c(O)ccc2ccccc12	0.2	1291	i	61.1	/	i	0.4	/	-0.09	994	12.4	693	/	/	/	-0.934	-0.258	0.148	0.533
Nc1nc(CCOc2ccc(F)cc2)cs1	1.7	1123	/	/	1.3%	i	0.1	1	/	/	14.8	727	2.3	1.6	9.4	-0.808	0.948	-0.336	0.699
COc1ccc(S(=O)(=O)Nc2cc(C(C)C)c(O)cc2C)cc1	1.4	846	i	13.8	9.4%	i	1.3	1	0.08	1273	27.2	774	2.9	2.3	4.8	-0.0478	-0.179	0.115	0.43
Cc1cc(C)c(S(=O)(=O)NCC(CCC(=O)O)C(F)(F)F)c(C)c1 (stereo not drawn)	-2.1	1161	i	34.7	-26.6%	i	0.8	1	-0.86	1310	-3.1	701	1.6	2.5	3.0	0.867	-0.218	0.468	0.0805
COc1cc2c(cc1OC)C1(Nc3c-2c(-c2ccccc2)nn3-c2ccccc2)C(=O)Nc2ccccc21 (stereo not drawn)	/	/	i	22.7	10.9%	i	1.3	1	/	/	2.8	781	2.3	0.7	3.9	-1.49	1.6	-0.378	1.18
COc1ccc(N2CCN(CC(=O)NCc3ccccc3)CC2)cc1	0.0	1520	i	47.2	12.2%	i	0.6	1	0.19	1381	7.7	646	2.5	1.6	0.6	-0.371	-0.158	0.0262	0.579
CCn1c(SCC(=O)N/N=C/C=C/c2ccco2)nc2ccccc21	-0.4	923	i	46.3	-0.3%	i	0.3	1.1	0.02	2303	-12.5	661	6.7	1.2	7.4	2.5	0.00992	1.51	-1.51
CCOC(=O)C1CCCN(c2nnnn2-c2ccccc2)C1 (stereo not drawn)	-6.2	996	i	29.3	-5.4%	i	1.1	1.1	1.04	1264	/	/	5.4	2.1	6.9	-0.704	-0.118	0.456	0.241
CCN(CC)S(=O)(=O)c1cccc(NC(=O)/C=C/c2cccc([N+](=O)[O-])c2)c1	4.5	1030	i	41.9	17.3%	i	0.7	1	-1.54	1285	-19.2	666	7.2	0.8	4.5	1.58	0.108	1.37	-2.1
O=C(CCS(=O)(=O)c1cccc2nsnc12)N1CCN(Cc2ccc3c(c2)OCO3)CC1	1.2	1380	i	26.4	1.6%	i	0.3	1.1	-0.16	1654	/	/	3.0	2.0	9.1	-0.274	-0.119	-0.0212	1.06
CN(C)c1ccc(NC(=O)c2cccc(N3C(=O)C4C5C=CC(C5)C4C3=O)c2)cc1 (stereo not drawn)	-1.6	1163	i	36.1	4.4%	i	8.0	1.1	/	/	13.8	712	3.4	1.5	9.7	1.12	-0.448	0.763	-0.955
O=C(CCS(=O)(=O)c1ccc(Cl)cc1)NCCN1C(=O)S/C(=C\c2ccccc2F)C1=O	0.0	971	i	49.2	15.2%	i	0.4	1	0.49	1483	-5.7	710	3.6	3.3	6.7	-0.481	-0.137	-0.26	-0.0604
CCC(CC)C(=O)Nc1cccc(C(=O)c2ccccc2)c1	/	/	i	40.5	-4.2%	i	0.8	1.2	0.32	1143	4.9	770	2.4	1.2	10.7	0.892	-0.344	0.787	-0.215
O=C(Nc1nnc(CCN2CCOCC2)s1)c1ccccc1	/	/	i	11.7	-13.3%	i	1.4	1.1	0.29	939	/	/	1.4	1.6	3.3	1.09	-0.324	0.689	-0.34
CCOC(=O)c1c(C)nc2ccccc2c1C	-1.1	1056	i	48.4	-18.9%	i	1.0	1.1	-0.52	566	12.5	766	1.2	1.2	4.2	-0.277	-0.121	0.159	0.558
CN1CC(=O)N(CC(=O)Nc2cccc(S(=O)(=O)N3CCOCC3)c2)C1=O	0.8	1104	i	29.5	-11.3%	i	0.2	1.1	0.12	1254	2.3	726	4.0	1.9	1.2	-0.54	-0.325	-0.191	0.617
O=C(O)C1CCCN1S(=O)(=O)c1ccc2ccccc2c1 (stereo not drawn)	-0.5	1016	i	53.2	-11.7%	i	1.9	1.1	0.76	1201	5.5	737	2.3	2.1	3.7	-0.831	0.159	0.42	0.439
CN(C)c1ccnc(-n2cccc2/C=N/OCc2ccc(F)cc2Cl)c1C#N	/	/	i	51.2	-0.8%	i	0.6	1.1	-0.98	946	2.7	865	1.4	1.9	8.2	-0.339	0.103	0.049	-1.6
COC(=O)c1ccc(N2CCN(S(=O)(=O)c3ccc(C)cc3)CC2)c([N+](=O)[O-])c1	-3.9	1147	i	58.1	12.4%	i	1.1	1	0.5	1867	11.5	602	1.6	1.5	7.0	/	/	/	/

# Ordered by the number under MT stabilizer Hoechst-high % (ascending): 3 of the compounds above
mol | MT stabilizer Hoechst-high %
CCCCNS(=O)(=O)/C=C/c1ccccc1 | 0.9
CN(C)c1ccc(NC(=O)c2cccc(N3C(=O)C4C5C=CC(C5)C4C3=O)c2)cc1 (stereo not drawn) | 1.5
COc1ccc(N2CCN(CC(=O)NCc3ccccc3)CC2)cc1 | 1.6

# Screening data from PubChem BioAssay.
